# Assay outcomes: PubChem, several laboratories
# iPSC survival up = enhancers of single-cell hiPSC survival, primary screen, ATPlite luminescence. 100% = ROCK inhibitor wells, 0% = DMSO. survival enhancement, % at 20 µM. 0.044% of 360,000 active; in the data active = survival enhancement above about 18%;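 also: cells exposed to compounds for 16 hours before the ATP read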
# NR2E3 ag-1 = NR2E3 agonists in two-hybrid cells, primary screen, cell-based, luminescence, CHO-S, Gal4-NCOR/VP16-NR2E3; luciferase; inhibition of corepressor binding, % at 3.98 µM; Photoreceptor-specific nuclear receptor (Homo sapiens), Q9Y5X4; 0.35% of 360,000 active; AID 602229, 2012;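 active = inhibition above the mean of all tested compounds plus 3 SD, cut at about 70% in these data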;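 also: 0% = DMSO with NR2E3 transfected cells and 100% = cells lacking NR2E3 construct; higher means lower luciferase signal from less NR2E3 corepressor binding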
# Target sequence (Q9Y5X4 whole entry, looked up, the tested form may be a part): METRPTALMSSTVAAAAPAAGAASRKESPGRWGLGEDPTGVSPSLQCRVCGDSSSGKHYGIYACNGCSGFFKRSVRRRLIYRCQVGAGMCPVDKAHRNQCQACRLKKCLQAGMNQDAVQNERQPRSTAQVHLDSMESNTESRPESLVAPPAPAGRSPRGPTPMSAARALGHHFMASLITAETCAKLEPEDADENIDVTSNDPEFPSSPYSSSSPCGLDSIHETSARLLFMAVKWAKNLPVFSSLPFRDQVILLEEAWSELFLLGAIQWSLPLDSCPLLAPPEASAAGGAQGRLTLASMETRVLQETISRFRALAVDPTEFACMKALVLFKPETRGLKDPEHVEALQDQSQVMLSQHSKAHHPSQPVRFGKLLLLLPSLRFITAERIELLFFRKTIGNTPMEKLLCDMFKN
# aDG glyco act = activators of alpha-DG glycosylation, primary screen, uHTS, Pro5-aDG cells, AlphaScreen. 0.22% of 360,000 active. alpha-DG glycosylation AlphaScreen (IIH6); 0% Pro5, 100% B10-LARGE cell signal. activation, % at 10 µM. AID 624168, 2012;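 active = activation of at least 8% versus controls, or a plate z-score of at least 8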;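 also: Pro5 are CHO cells carrying HIG-tagged alpha-DG that lacks glycosylation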
# Shn3 inh set2 = reduction of Shn3 3'UTR firefly luciferase signal, primary screen, Schnurri-3 inhibitor project, cell-based, Clone20 osteoblasts, set 2. AID 588674, 2011. inhibition, % at 12.5 µM. 0.52% of 360,000 active. Clone20 osteoblast Shn3 3'UTR firefly luciferase, 24 h;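 active = mean inhibition of at least 75% with every replicate also reaching 75%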;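 also: 0% = median of neutral control wells and 100% = pilot-screen positive control compound; some compounds past the cut are filed as inactive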
# TRPM1 prom inh = inhibitors of MITF-dependent TRPM1 promoter reporter, primary screen, cell-based, SK-MEL-5, single point, luciferase; SK-MEL-5 TRPM1 promoter luciferase, 24 h; inhibition, % at 12.5 µM; 0.83% of 330,000 active;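 active = mean inhibition across replicates of 60% or more, whatever share of single replicates reaches that level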; also: values of inactives mirror those of a sister screen read the other way
# Peg3 prom inh = Peg3 promoter-driven luciferase inhibitors, primary screen, cell-based, HeLa, luciferase luminescence; 1.7% of 360,000 active; inhibition, % at 20 µM; AID 588405, 2011; HeLa PEG-Prom luciferase reporter, overnight;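 active = inhibition of at least 50% at 20 µM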
# KKLEB tox = cytotoxicity in KKLEB CF airway cells, primary screen, cytotoxicity control for CF NF-kB inhibitor project, cell-based, uHTS, fluorescence assay plates; KKLEB CF airway cells viability, ATPlite luminescence, overnight; hits give low values; cells stimulated with P. aeruginosa culture filtrate; activity change (cytotoxicity), % at 5 µM; 0.36% of 360,000 active; AID 602141, 2011;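 active = corrected activity change at or below -50% at 5 µM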
# CF NFkB inh = inhibitors of PAF-induced NF-kB signaling, primary screen, cell-based, GFP fluorescence, uHTS | AID 588850, 2011 | inhibition, % at 5 µM | 0.86% of 360,000 active | KKLEB NF-kB-GFP reporter, GFP fluorescence overnight;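 active = at least 50% inhibition at 5 µM, scaled per plate between neutral and stimulator controls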;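 also: PAF is a Pseudomonas aeruginosa culture filtrate used as stimulus; plate controls were PAF-stimulated DMSO wells for no effect and unstimulated DMSO wells for full effect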
# TWEAK Fn14 block = inhibitors of TWEAK-Fn14 signaling, primary screen, luciferase reporter cells, uHTS. TWEAK-stimulated Fn14 reporter cells, luciferase luminescence, 8 h. inhibition, % at 10 µM. 2% of 360,000 active; in the data active = inhibition above about 50%
# HIF-2a block = HIF-2a reporter inhibitors, primary screen, luminescence, 786-0 RCC cells. 786-0 RCC cells HIF-2a reporter, luciferase luminescence, overnight. inhibition, % at 18.8 µM. 0.72% of 360,000 active. AID 624352, 2012;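 active = inhibition of the luminescence signal of 40% or more relative to plate controls, in a single-dose primary screen at 18.75 µM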
# NR2E3 ag-2 = inhibitors of NR2E3-RetCOR corepressor binding, primary screen, NR2E3 agonist project, biochemical, TR-FRET, GST-NR2E3, biotin-RetCOR; 0.12% of 320,000 active; Photoreceptor-specific nuclear receptor (Homo sapiens), Q9Y5X4; 1536-well; AID 2300, 2010; inhibition of corepressor binding, % at 4.78 µM;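 active = percent inhibition above the cutoff of mean plus 3 SD of all tested compounds, set per screening campaign, cut at about 20% in these data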;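 also: 0% = DMSO wells and 100% = biotin wells as full block of FRET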
#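 System: GST-NR2E3 and biotin-RetCOR proteins; probe or stimulus: 7 nM biotin-RetCOR; doses: compound at 4.8 µM, single dose; schedule: Compound–protein incubation for 5 h at 4 °C; detection: time-resolved FRET; read-out: percent inhibition; controls: biotin wells as high control, 0.6% DMSO wells as low control; format: 1536-well plates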
# * marks the source's active call; other numbers are inactive results; · = no result given; & = joins results of further samples; ! = repeats disagree. Hits appear at their usual frequency. Share with any hit: about 4.4%.
SMILES,iPSC survival up,NR2E3 ag-1,aDG glyco act,Shn3 inh set2,TRPM1 prom inh,Peg3 prom inh,KKLEB tox,CF NFkB inh,TWEAK Fn14 block,HIF-2a block,NR2E3 ag-2
COc1ccc(-c2nnc(N3CCOCC3)c3ccccc23)cc1,-0.4,-23,-0.1,3,2,-7,4,6,0,11,1
CC(=O)Nc1ccc(-c2csc(NC(=O)C3=COCCO3)n2)cc1,-0.5,-51,1.1,-62,-52,-160,4,-7,7,-193,1
CCC(C(=O)NCc1ccc(F)cc1)n1nc(C)n2c(cc3occc32)c1=O (centres undefined),-0.5,14,-0.1,2,4,15,-1,-4,-1,16,-1
CCN(Cc1cc(=O)n2ccsc2n1)Cc1nc2cc(OC)c(OC)cc2c(=O)[nH]1,-0.5,-22,0.1,-5,2,6,-4,11,12,9,0
COC(=O)N/N=C/c1cccc(OC(=O)c2ccc3c(c2)OCO3)c1,-0.9,-30,0.0,2,-9,-28,1,-6,-5,-21,2
CN(NC1OC(=O)c2ccccc21)c1ccc(C(F)(F)F)cc1[N+](=O)[O-] (centres undefined),-0.7,22,-0.1,-6,·,-3,15,-6,-12,12,0
Cn1c(=O)c2cn3c(c2n(C)c1=O)C(c1ccccc1)CC(c1ccccc1)=N3 (centres undefined),5.3,-106,2.7,-53,22,-99,15,-13,-10,-195,-1
O=[N+]([O-])c1ccc(N2CCN(C(=S)NC3CCCCC3)CC2)cc1,-2.0,44,2.3,57,23,21,-2,-22,14,17,1
COC(=O)N1C(=O)[C@](c2ccccc2)(C(C)C)N1C(=O)OC,1.4,-8,0.6,-1,13,24,-2,36,26,32,1
O=C(NCc1ccco1)/C(=C\c1cccc([N+](=O)[O-])c1)NC(=O)c1ccco1,-0.4,-9,-0.1,2,-8,5,0,9,20,14,1
Cc1ccc(S(=O)(=O)Oc2ccccc2/C=N/N=C(N)N)cc1,0.4,-27,1.5,19,-5,30,3,3,14,12,0
CCOC(=O)C(NCCc1ccccc1)(NC(C)=O)C(F)(F)F (centres undefined),0.7,21,-0.1,-14,10,8,3,7,7,15,1
O=C(NCCc1ccc(F)cc1)Nc1ccc([N+](=O)[O-])cc1,-0.4,-38,-0.3,18,-15,-56,14,-28,-9,-111,·
O=C(O)CCCC(=O)OCCCCc1cccs1,-1.0,4,0.0,12,-1,4,-2,2,-1,10,-2
CS(=O)(=O)N(Cc1ccco1)Cc1ccccc1Cl,-0.6,20,-0.2,-29,0,16,-13,-33,0,9,-1

# A draw from above in order of molar mass, highest first.
SMILES,iPSC survival up,NR2E3 ag-1,aDG glyco act,Shn3 inh set2,TRPM1 prom inh,Peg3 prom inh,KKLEB tox,CF NFkB inh,TWEAK Fn14 block,HIF-2a block,NR2E3 ag-2
CCN(Cc1cc(=O)n2ccsc2n1)Cc1nc2cc(OC)c(OC)cc2c(=O)[nH]1,-0.5,-22,0.1,-5,2,6,-4,11,12,9,0
CCC(C(=O)NCc1ccc(F)cc1)n1nc(C)n2c(cc3occc32)c1=O (centres undefined),-0.5,14,-0.1,2,4,15,-1,-4,-1,16,-1
O=C(NCc1ccco1)/C(=C\c1cccc([N+](=O)[O-])c1)NC(=O)c1ccco1,-0.4,-9,-0.1,2,-8,5,0,9,20,14,1
CN(NC1OC(=O)c2ccccc21)c1ccc(C(F)(F)F)cc1[N+](=O)[O-] (centres undefined),-0.7,22,-0.1,-6,·,-3,15,-6,-12,12,0
O=[N+]([O-])c1ccc(N2CCN(C(=S)NC3CCCCC3)CC2)cc1,-2.0,44,2.3,57,23,21,-2,-22,14,17,1
CC(=O)Nc1ccc(-c2csc(NC(=O)C3=COCCO3)n2)cc1,-0.5,-51,1.1,-62,-52,-160,4,-7,7,-193,1
CCOC(=O)C(NCCc1ccccc1)(NC(C)=O)C(F)(F)F (centres undefined),0.7,21,-0.1,-14,10,8,3,7,7,15,1
COc1ccc(-c2nnc(N3CCOCC3)c3ccccc23)cc1,-0.4,-23,-0.1,3,2,-7,4,6,0,11,1
COC(=O)N1C(=O)[C@](c2ccccc2)(C(C)C)N1C(=O)OC,1.4,-8,0.6,-1,13,24,-2,36,26,32,1
O=C(NCCc1ccc(F)cc1)Nc1ccc([N+](=O)[O-])cc1,-0.4,-38,-0.3,18,-15,-56,14,-28,-9,-111,·
CS(=O)(=O)N(Cc1ccco1)Cc1ccccc1Cl,-0.6,20,-0.2,-29,0,16,-13,-33,0,9,-1
O=C(O)CCCC(=O)OCCCCc1cccs1,-1.0,4,0.0,12,-1,4,-2,2,-1,10,-2

# New compounds follow.
SMILES,iPSC survival up,NR2E3 ag-1,aDG glyco act,Shn3 inh set2,TRPM1 prom inh,Peg3 prom inh,KKLEB tox,CF NFkB inh,TWEAK Fn14 block,HIF-2a block,NR2E3 ag-2
CCCOc1ccc(N2C(=O)CC(N3CCN(c4nc5ccccc5s4)CC3)C2=O)cc1 (centres undefined),-1.2,-10,0.1,14,10,18,3,0,4,3,7
C=CC(n1cncn1)C(O)(c1ccccc1)c1ccccc1 (centres undefined),0.2,4,0.1,11,-14,0,-5,-13,9,15,-2
CC(C)(C)c1ccc(OCC(O)CN2CCN(C(=O)c3ccccc3)CC2)cc1 (centres undefined),-0.2,4,0.0,27,4,12,0,6,11,11,1
CCOC(=O)N1CCN(C(=O)CSc2nnc(CNC(=O)c3c(F)cccc3Cl)o2)CC1,-0.2,2,-0.2,-6,5,18,-18,-5,-1,1,-1
Cc1ccc(NC(=S)NCc2ccccc2)cc1S(=O)(=O)N1CCCCC1,0.1,-5,0.4,-13,8,31,8,22,5,5,2
Cn1c(CCNC(=O)c2ccco2)nc2cc([N+](=O)[O-])ccc21,-0.3,-7,0.1,-6,2,11,12,-21,21,14,-1
COC(=O)CSc1nnc(-c2ccncc2)n1N,-0.3,-1,-0.1,2,2,5,4,13,-10,13,-3
Cc1noc(C)c1COC(=O)CCCNC(=O)c1ccc(Cl)cc1,-0.8,-1,-0.1,12,3,10,3,-9,18,4,-4
Cc1ccc(SCCOCCN2CCOCC2)cc1,1.3,11,0.1,12,-19,-5,2,-1,-1,-6,1
CCc1nc(N)nc(N)c1-c1ccc(Cl)c(N=[N+]=[N-])c1,0.1&4.8,-9&25,0.0&-0.2,81*!,31&30,14&20,-19&16,17&-10,0&-6,29&29,·
CCCOP(=O)(c1ccc(N(C)C)cc1)C(O)c1ccccc1OC (centres undefined),4.1,5,0.0,-5,-1,18,8,1,11,22,-1
Cn1c(=O)c2c(nc(N3CCN(c4ccccn4)CC3)n2Cc2ccccc2Cl)n(C)c1=O,-0.6,8,0.4,0,6,20,-2,0,-14,-6,5
O=C(C(=S)N1CCOCC1)c1c[nH]c2ccccc12,-0.4,-18,0.0,3,-4,-7,5,-22,-12,6,2
CCOc1cccc(-c2c(C(=O)N/N=C/c3cccnc3)nnn2-c2nonc2N)c1,-0.5,2,-0.2,-12,3,18,16,-12,0,9,0
Cc1cc(NC(=O)COc2ncnc3sc(C)c(C)c23)no1,4.2,-6,-0.1,2,3,18,3,11,32,24,-1
CC(C(=O)N1CCCCC1)n1sc2ccccc2c1=O (centres undefined),-1.7,-46,-0.1,-37,-52,-190,-2,-2,-4,-190,0
COc1ccc(S(=O)(=O)NCCC(=O)OCc2cc(=O)oc3cc(C)ccc23)cc1[N+](=O)[O-],0.7,-8,-0.1,-5,-21,-1,-4,1,-12,5,·
Cc1cc(=O)n2nc(-c3ccccc3)sc2c1C#N,-2.1,-1,0.2,11,-1,-54,9,-50,-18,-53,3
CN(C)S(=O)(=O)c1ccc(/C(O)=C2/C(=O)C(=O)N(Cc3cccnc3)C2c2ccco2)cc1 (centres undefined),-0.1,-9,-0.1,-9,3,9,3,3,14,8,0
Cc1ccc(NC(=O)NNC(=O)CN2C(=O)COc3ccccc32)cc1,0.9,-29,-0.1,-10,-6,-5,-5,-1,-8,7,3
C=CCn1c(SCc2cc(C(C)=O)ccc2OCC)nc2ccccc2c1=O,-2.2,-38,0.0,28,15,30,7,20,33,20,-2
C=C(C)C(O)Cc1c(OC)ccc(C(=O)/C=C/c2ccc(O)cc2)c1O (centres undefined),-0.6,-22,-0.3,-23,·,-78,-14,-20,-8,-190,·
CC1CC(NC(=O)c2ncn[nH]2)CC(C)(C)C1 (centres undefined),1.6,-17,-0.2,-13,10,-6,6,10,2,19,3
O=c1[nH]c(SCc2ccc(OC(F)(F)F)cc2)nc2c1CCC2,2.5,-2,0.1,5,·,2,-4,-6,-19,-12,·
O=C(NC1CCSc2ccccc21)c1cccc(Br)c1 (centres undefined),1.1,-11,0.6,-17,-18,-42,9,-15,-23,-86,1
O=C(c1ccccc1)N1N=C(c2ccc(F)cc2)CC1(O)C(F)(F)F (centres undefined),-0.4,-15,0.1,-14,-4,11,3,5,-14,5,-2
CC(C)N(Cc1nc(-c2ccccc2)no1)C(=O)C1CCCCC1,2.8,-1,0.0,9,10,5,7,-16,-7,8,1
CCN(CC)S(=O)(=O)c1ccc(N2CCCC2)c(NC(=O)c2nn(C)c(=O)c3ccccc23)c1,3.4,-10,-0.6,8,7,25,-17,16,-7,23,1
CCOCCCNC(=O)CN1C(=O)CSc2ccccc21,-0.3,18,-0.2,15,-1,1,5,-5,4,8,4
Cc1cccc(N2CCN(Cc3cn(C)nc3-c3ccccc3F)CC2)n1,-1.7,-94,-0.3,-18,16,35,-19,25,19,24,2
O=C(O)c1cccc(COc2ccc3c(c2)CCC3)c1,-0.1,-171,0.1,77,96*,85*,-4,11,12,88*,3
CO/N=C(/CNC(=O)c1cccc(Cl)c1)c1ccc(Cl)cc1,5.4,1,0.1,-14,-4,6,-10,19,-20,4,0
COCCN(CCOc1cc(C)cc(C)c1)Cc1ccc(Cl)cc1,-0.2,-18,0.2,0,1,-5,-7,2,-15,20,0
CNc1ncnc2c1ncn2[C@H]1CN(Cc2ccc(F)cc2)C[C@@H](CO)O1,4.0,4,-0.3,9,·,10,1,-9,-22,7,·
